# High-throughput results as filed in PubChem.
# DT40 TDP1 no CPT: qHTS for Inhibitors of human tyrosyl-DNA phosphodiesterase 1 (TDP1): qHTS in cells in absence of CPT; DT40 Tdp1-/- hTDP1 cells, no CPT, ATP luminescence, 48 h; Potency, µM (series often up to 46.2 µM), for inactives: at the highest dose activity change, negative = growth inhibition, most hits filed as inhibitors; actives 15% (n = 420,000); further: nearly all actives have a fitted effect of over 55% in size
#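 Growth kinetics read by CellTiter-Glo luminescence after ≥48 hr at 37 °C. Cells: DT40 Tdp1-/- stably carrying human TDP1, 400 per well, compound exposure in the absence of CPT (DMSO vehicle).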
# N370S GC: inhibitors or activators of N370S glucocerebrosidase for Gaucher disease. P04062. N370S GC spleen homogenate, 4MU-glucoside fluorescence. Potency, µM (top dose mostly 59.4 µM), for inactives: top-dose activity change, negative = inhibition, most hits filed as inhibitors. actives 0.092% (n = 330,000);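 further: 0% = full enzyme activity and -100% = no enzyme basal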
# TDP1 block: inhibitors of human tyrosyl-DNA phosphodiesterase TDP1. recombinant TDP1, AlphaScreen DNA substrate cleavage. Potency, µM (highest dose often 130 µM), for the others: at the highest dose activity change, negative = inhibition, actives largely listed as inhibitors. actives 0.28% (n = 350,000); further: nearly all actives have a fitted effect of over 40% in size
# Target sequence (Q9NUW8 whole entry, looked up): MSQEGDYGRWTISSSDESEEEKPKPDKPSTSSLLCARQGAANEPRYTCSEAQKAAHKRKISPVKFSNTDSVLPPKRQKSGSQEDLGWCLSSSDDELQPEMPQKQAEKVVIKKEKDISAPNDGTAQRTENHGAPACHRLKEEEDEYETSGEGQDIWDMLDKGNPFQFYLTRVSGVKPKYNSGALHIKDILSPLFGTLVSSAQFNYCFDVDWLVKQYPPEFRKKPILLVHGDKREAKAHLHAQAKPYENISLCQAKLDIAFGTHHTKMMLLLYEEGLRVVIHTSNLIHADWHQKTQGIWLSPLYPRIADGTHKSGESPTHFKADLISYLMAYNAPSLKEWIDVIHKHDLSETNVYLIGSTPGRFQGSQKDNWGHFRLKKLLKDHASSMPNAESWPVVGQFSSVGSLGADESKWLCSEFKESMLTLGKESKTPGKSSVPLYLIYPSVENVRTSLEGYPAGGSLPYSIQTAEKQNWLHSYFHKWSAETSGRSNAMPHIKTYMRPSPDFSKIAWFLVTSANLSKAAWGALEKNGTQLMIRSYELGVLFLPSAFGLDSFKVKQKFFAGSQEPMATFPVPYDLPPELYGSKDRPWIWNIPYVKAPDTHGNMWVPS
#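 E. coli-derived human Tdp1, 1 nM final. Cpd preinc 15 min RT; substrate 15 nM final, 5 min RT; AS bead mix 10 ug/ml final, 10 min RT. Signal loss = tyrosine-FITC cleavage. No-enzyme wells = max signal.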
# * marks the source's active call; other numbers are inactive results; ? = inconclusive; . = not tested or not shown; & = joins results of further samples; [ ] = remark or other dose. The call rests on the fitted dose curve; in most records, active means well fitted curve in the direction sought with a large enough effect; inconclusive means small, poorly fitted or top-dose-only effect, or another doubt; inactive means no such curve, though single readings can be large; an effect the other way counts as inactive or inconclusive. Unless noted, on the % scale 0 is the no-effect control and ±100 the full control effect; potency means the concentration at half of the fitted maximal effect.
SMILES	DT40 TDP1 no CPT	N370S GC	TDP1 block
COc1cc(OC)c2c(c1)OC(=O)CC2c1ccc(C)cc1 (configuration not stated)	?	14%[89.1 µM]	-9%[56.1 µM]
CSc1nnc(C)c(=O)n1COC(=O)COc1ccccc1F	?	-13%	1%
O=C(c1ccc(Cl)cc1)N1CCN(CCc2ccccn2)CC1	-4%	-16%	.
CN1OC(CC(=O)O)N(c2ccc(Cl)cc2)C1=O (configuration not stated)	-7%	-17%	-2%
Cc1c(NC(=O)c2cc(C3CC3)on2)c(=O)n(-c2ccccc2)n1C	-11%	-14%	0%
CSc1cccc(NC(=S)NCCCO)c1	-24%	3%	2%
Cc1cccc(C)c1OCC(=O)NCC1COc2ccccc2O1 (configuration not stated)	?	.	-7%
Cc1cc(C(=O)OCC(=O)NCCC(C)C)c2ccccc2n1	-15%	?	6%
Cc1cccc(N(CC(=O)N/N=C/c2ccccc2C(=O)O)S(C)(=O)=O)c1C	10%	2%	0%
CCc1noc(C)c1C(=O)OCC(=O)N(C)c1c(N)n(Cc2ccccc2)c(=O)[nH]c1=O	4%	0%	.
CN1C(=O)c2ccccc2Sc2ccc(NC(=O)Nc3ccccc3F)cc21	?	.	11%
O=C(Cc1c(F)cccc1Cl)N(Cc1ccccc1)c1ccccn1	?	4%	-2%
Cc1ccc(NC(=O)c2nc[nH]c2C(=O)NC2CCN(C(=O)OC(C)(C)C)CC2)cc1	?	.	0%
COc1cccc(CNC(=O)c2ccc(Cl)c(S(=O)(=O)N3CCOCC3)c2)c1	4.1µM*	.	-7%[56.1 µM]
O=C(/C=C/NNC(=O)c1ccccc1)c1ccc(Br)cc1	4.6µM*	-6%	10%
CCOc1ccccc1N1CCN(C(=O)c2ccc(S(=O)(=O)Nc3ccccc3)cc2)CC1	?	.	2%
CCOc1ccccc1NC(=O)c1cccc(NC(=O)C2CCCC2)c1	?	2%	5%
COc1ccc(C2CCCCCN2Cc2nc3ccccc3c(=O)n2CC(N)=O)cc1 (configuration not stated)	-27%	0%	8%
COc1ccc(NC(=O)CSc2ccc3nc(-c4ccccc4)cn3n2)cc1OC	-22%	.	3%
Fc1ccc(-n2cc(-c3ccccc3)c3c(NN4CCOCC4)ncnc32)cc1	23µM*	-1%	2%
C[C@H](CO)N1C[C@H](C)[C@@H](CN(C)S(=O)(=O)c2cccs2)Oc2ccc(NC(=O)C3CC3)cc2C1=O	-10%	.	-2%
Cc1ccc(-n2ncc3c(=O)[nH]c(SCC(=O)N4CC(=O)Nc5ccccc54)nc32)cc1	-8%	.	0%
O=C(c1ccc(F)cc1)C1CCN(C(=O)c2c(F)cccc2F)CC1	-17%	2%	.
Cc1nc(/C(N)=N/OC(=O)c2ccccc2Cl)c(C(F)(F)F)o1	2%	-3%	3%
COc1ccc2cc3cc(C(=O)NCc4cccs4)oc3nc2c1	?	15%	32µM*
CC(C)(C)C1CCc2c(sc(NC(=O)c3cc(C4CC4)on3)c2C#N)C1 (configuration not stated)	?	17%	-1%
O=c1[nH]c(O)c(/C=C2\C=Nc3ccccc32)[nH]1	16%	4%	3%
CN(C)c1ccc(-c2ccccc2)nn1	?	-3%	6%
COc1ccccc1NC(=O)C(C)Sc1nnnn1C (configuration not stated)	-8%	-5%	-4%
Cc1ccc2cccc(NC(=S)NC(=O)c3ccn(C)n3)c2n1	?	10%	7%
CCNC(=S)NNc1nnc(-c2ccccc2)c(-c2ccccc2)n1	-23%	-2%	.
CC(Oc1ccc(Br)cc1)C(=O)NNC(=O)CCN1CCN(c2ccccc2)CC1 (configuration not stated)	?	-4%	-1%
Cc1ccc(S(=O)(=O)N(C)c2ccccc2C(=O)N2CCOCC2)cc1	-12%	-7%	3%
CC(C)n1cc(CN2CCC(C(=O)Nc3cccc(-c4cccc(Cl)c4)c3)CC2)cn1	?	-30%	7%
COc1ccc2c(c1)c1c(c(=O)n(Cc3ccccc3)c(=O)n1Cc1ccccc1Cl)n2C	-9%	.	6%
C#Cc1ccc([C@@H]2C=C(C(=O)OCC=C)O[C@H](OCCCCO)C2)cc1	-20%	-1%	-1%
Nc1nc(SCC(=O)c2ccc([N+](=O)[O-])cc2)n[nH]1	-2%	9%	-2%
CCN(CC(=O)Nc1ccc2c(c1)OCCO2)C(=O)C(C)Oc1ccc(Cl)cc1 (configuration not stated)	-23%	1%	-15%
Cc1nn(C)c(C(=O)NC(=S)Nc2ccccc2Br)c1Cl	13%	-7%	2%
Cn1c(SCC(=O)Nc2ccccc2F)nnc1-c1ccc(S(=O)(=O)N2CCOCC2)cc1	-16%	3%	-1%
O=C(Nc1nccs1)c1ccccn1	3%	5%	8%
CCc1ccc(C(=O)Nc2ccc(OC)c(S(=O)(=O)N3CCCCC3)c2)cc1	?	.	1%
Cn1cc(Br)cc2nc(C(F)(F)F)nc1-2	-15%	12%	9%
Cc1ccc(-c2cccc(-c3cc(=O)oc4ccc(C(C)(C)C)cc34)c2)cc1	23µM*	7%[89.1 µM]	0%[56.1 µM]
Cc1ccc(OCCCc2c(C)n[nH]c2C)cc1	16µM*	-15%	1%
CCOc1ccccc1N1CCN(C(=O)c2ccncc2)CC1	7%	3%	7%
Cn1c2c(c(=O)n(C)c1=O)C(c1ccccc1C(F)(F)F)CC(=O)N2 (configuration not stated)	?	.	0%
O=C(Nc1c(Cl)cccc1Cl)C1CCN(C(=O)c2cccs2)CC1	-28%	-1%	5%
O=C(CN1CCN(S(=O)(=O)c2ccc(C(F)(F)F)cc2)CC1)N1CCNC1=O	-9%	.	2%
O=C(NCc1ccccc1F)C1CCCN1C(=O)Nc1ccc(F)cc1 (configuration not stated)	5%	7%	.
CCn1c(CNc2ccc(F)cc2)nnc1SCC(=O)Nc1ccccc1OC	-19%	-17%	0%
O=C(c1ccc(CS(=O)(=O)c2cccc(C(F)(F)F)c2)o1)N1CCN(c2ccccn2)CC1	?	-1%	6%
COc1ccc(NC(=S)NCCc2c[nH]c3ccc(OC)cc23)c(OC)c1	?	1%	10%
Cc1ccc(CCNC(=O)CCS(=O)(=O)c2ccc3c(c2)oc(=O)n3C)cc1	9%&-11%	-1%	0%&6%
Cc1ccc(-c2nc(N/N=C/c3ccncc3)c3ccccc3n2)cc1	18µM*	19%	-2%
Cc1cnc(CNc2ncncc2-c2cccc(NS(C)(=O)=O)c2)cn1	15%	-7%	.
CCn1c(C(=O)N2CCCC(C(=O)N3CCN(c4cc(C)ccc4C)CC3)C2)cc2sccc21 (configuration not stated)	13µM*	.	4%
CCO[C@@H]1OC(C(=O)NCc2ccccc2)=C[C@H](c2cn(C(C)=O)c3ccccc23)[C@H]1CCCO	18µM*	-3%	6%
COc1cc2ccccc2cc1C(=O)NCc1ccncc1	8%	3%	2%
COc1cc(-c2[nH]ncc2CN(C)Cc2nonc2C)cc(OC)c1OC	16µM*	2%	.

# (next part)
SMILES	DT40 TDP1 no CPT	N370S GC	TDP1 block
COc1cc(/C=N/n2c(COc3ccccc3)n[nH]c2=S)cc(Br)c1O	?	-2%	.
CC(NS(=O)(=O)c1ccc(Cl)cc1)C(=O)N1CCOCC1 (configuration not stated)	1%	-4%	.
COc1ccc(NC(=O)Cc2c(Sc3ccccc3)c3ccccc3n2C)cc1	?	-17%	-3%
O=C(CCc1[nH]c2ccccc2c1Sc1ccccc1)N(CCO)CCO	?	-17%	3%
Cc1ccc(C(=O)Oc2ccc3ccc(=O)oc3c2)cc1	1%	?	.
N#CC(Cc1ccc(O)c(O)c1)C(=O)N1CCc2ccccc21 (configuration not stated)	.	-6%	18%[56.1 µM]
CCOC(=O)NCc1ccc(S(=O)(=O)Nc2c(C)cccc2C)cc1	?	5%	0%
CCOC(=O)c1c(NC(=O)COC(=O)CCS(=O)(=O)c2ccc(C)cc2)sc(C)c1C	?	19%	0%
CN(C(=O)COC(=O)CCc1c[nH]c2ccccc12)c1ccccc1	-15%	-7%	.
COc1ccccc1NC(=O)N(Cc1ccco1)Cc1cc2ccc(C)c(C)c2[nH]c1=O	4.1µM*	23%	6%
COc1ccccc1Nc1nn2c(=O)c3ccc(C(=O)NCCc4ccccc4)cc3nc2s1	2.9µM*	.	3%
CN1CCN(C(=O)C2CCCN(S(=O)(=O)c3ccccc3)C2)CC1 (configuration not stated)	0%	-11%	0%
CC(C)CCNC(=O)c1cc([N+](=O)[O-])ccc1N1CCOCC1	-6%	-13%	3%
Cc1nnc(NC(=O)CCNC(=O)c2ccccc2Cl)s1	4%	-7%	-2%
O=C1CCCN1c1ccc(C(=O)N(Cc2nnc(-c3ccccc3Cl)o2)C2CC2)cc1	?	-8%	.

# Record cards (already shown). Values in the order: DT40 TDP1 no CPT, N370S GC, TDP1 block
# COc1ccc(NC(=O)Cc2c(Sc3ccccc3)c3ccccc3n2C)cc1 across the screens: ?, -17%, -3%
# Cc1nnc(NC(=O)CCNC(=O)c2ccccc2Cl)s1 across the screens: 4%, -7%, -2%
# O=C1CCCN1c1ccc(C(=O)N(Cc2nnc(-c3ccccc3Cl)o2)C2CC2)cc1 across the screens: ?, -8%, .
# N#CC(Cc1ccc(O)c(O)c1)C(=O)N1CCc2ccccc21 (configuration not stated) across the screens: ., -6%, 18%[56.1 µM]
# COc1cc(/C=N/n2c(COc3ccccc3)n[nH]c2=S)cc(Br)c1O across the screens: ?, -2%, .

# Next section.
SMILES	DT40 TDP1 no CPT	N370S GC	TDP1 block
Cc1cc(C)cc(NC(=S)N(CCCN2CCN(C)CC2)Cc2cccs2)c1	8%	-25%	5%
CCOC(=O)c1cnn(C(=O)c2ccccc2)c1N	-7%	6%	3%
COc1ccccc1CNC(=O)C1CCC(=O)N(CCCc2ccccc2)C1 (configuration not stated)	-10%	-8%	3%
CCOC(=O)CNC(=O)C(Cc1ccccc1)NC(=O)OCc1ccccc1 (configuration not stated)	?	-12%	-3%
Cc1ccc(OCC(=O)NCCNC(=O)c2cnccn2)cc1C	-14%	3%	-1%
Cc1ccsc1C(=O)N1CCCC(CO)(Cc2ccccc2F)C1 (configuration not stated)	?	6%	1%
CCn1c(SC)nc2c([nH]c3ccccc32)c1=O	4%	.	1%
CC(=O)c1cc(C#N)c(SCc2ccccn2)nc1C	6%	2%	1%
O=C(Oc1ccc(OC(=O)N2CCOCC2)cc1)c1ccccc1	-25%	-12%	-1%
Cc1cc(C)nc(SCc2nnc(SCC(=O)N3CCOCC3)o2)n1	-7%	-26%	6%
O=C(NC(=S)N1CCN(C(c2ccccc2)c2ccccc2)CC1)c1ccc(S(=O)(=O)N2CCOCC2)cc1	?	2%	8%
CCC1(CC)Cc2ccccc2-c2nc3ccccc3c(=O)n21	?	15%	-3%
CC1=C(C(=O)OCc2ccccc2)C(c2ccoc2)C(C#N)=C(N)O1 (configuration not stated)	-28%	-2%	4%
COc1cc2ccccc2cc1C(=O)Nc1nccs1	?	7%	.
Cc1cccnc1N(C(=O)Nc1ccccc1)C1=NCC(C)(C)S1	-1%	0%	7%
COc1cc(C(=O)NCC2(N3CCCCC3)CCCCC2)ccc1OCC(=O)N1CCOCC1	-1%	-15%	-1%
CC(=O)Nc1ccc(S(=O)(=O)N2CCN(C(=O)c3ncoc3-c3cccc(F)c3)CC2)cc1	?	-14%	.
CN(C)C(=O)CN1CCN(c2nc3nonc3nc2N2CCCCC2)CC1	?	-8%	4%
CC1CN(C(=O)c2cc3c(=O)n4ccccc4nc3s2)CC(C)O1 (configuration not stated)	-20%	29%	9%
O=C(NC1CCCC1)C(c1ccncc1)N(Cc1ccccc1F)C(=O)c1csnn1 (configuration not stated)	-4%	0%	0%
CCCc1cc(=O)[nH]c(Nc2ccc(OCC)cc2)n1	?	.	6%
Cc1oc(C(C)(C)C)cc1C(=O)NCC(=O)NCC(=O)O	-14%	-26%	6%
CCOc1cccc(C2c3[nH]c4ccccc4c3CCN2C(=O)CSCc2ccc(F)cc2)c1 (configuration not stated)	26µM*	.	5%
CCOC(=O)c1ccc(NC(=O)CSC2=NN3CCCC(=O)N=C3S2)cc1	?	3%	1%
O=C(c1nnc(-c2ccc(Cl)cc2)o1)C1CCCC1	-1%	8%	3%
Cc1onc(-c2ccccc2Cl)c1C(=O)N1CCCc2ccccc21	?	1%	3%
Cn1nc(C(=O)Nc2ccc(S(=O)(=O)Nc3ncccn3)cc2)ccc1=O	2%	-8%	.
C[C@H](NC(=O)[C@@H]1Cc2ccccc2CN1C(=O)OC(C)(C)C)C(=O)NCC1CCCO1 (some centres not stated)	13%	6%	2%
Cc1ccc(C(=O)O)cc1N=Cc1cc(Br)cc(Br)c1O	?	6%	-2%

# These rows are one share of the data, so the mix of outcomes need not match the whole.
